# MITF primary = human MITF inhibition, primary screen | O75030 | AlphaScreen MITF homodimerization, bead proximity signal | inhibition, % at 2.6 µM | 650,000 tested, 0.91% active | AID 1259374; in the data active means inhibition above about 50%;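 further: 0% = vehicle wells with protein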
# Target sequence (O75030 whole entry, looked up): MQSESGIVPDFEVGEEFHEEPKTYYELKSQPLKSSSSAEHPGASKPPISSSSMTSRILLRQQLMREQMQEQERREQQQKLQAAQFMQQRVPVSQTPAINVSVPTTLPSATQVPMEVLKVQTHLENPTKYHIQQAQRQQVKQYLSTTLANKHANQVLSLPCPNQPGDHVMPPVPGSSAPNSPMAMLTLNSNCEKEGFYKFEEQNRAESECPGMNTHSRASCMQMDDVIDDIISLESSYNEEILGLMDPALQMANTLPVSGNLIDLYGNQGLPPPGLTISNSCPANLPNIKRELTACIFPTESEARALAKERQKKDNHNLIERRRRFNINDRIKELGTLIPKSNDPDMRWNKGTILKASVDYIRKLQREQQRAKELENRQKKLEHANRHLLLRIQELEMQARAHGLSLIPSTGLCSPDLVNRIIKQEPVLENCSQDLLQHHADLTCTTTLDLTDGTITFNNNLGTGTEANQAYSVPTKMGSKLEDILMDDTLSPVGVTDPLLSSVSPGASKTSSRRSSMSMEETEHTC
# FBW7 act = activators of human E3 ligase FBW7; AlphaScreen FBW7–phospho-cyclin E peptide binding, activator screen; normalized activity (activation), % at 26.1 µM; 650,000 tested, 0.13% active; AID 1259310; in the data active means normalized activity above about 1.9%;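 further: purified mutant Fbw7 with reduced substrate affinity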
# GPR151 ag = activators of human GPR151. Q8TDV0. PathHunter beta-arrestin GPR151 cells, luminescence. activation, % at 11.2 µM. 650,000 tested, 1% active. AID 1508602; in the data active means activation above about 4.9%;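 further: 0% = median of compound wells and 100% = cells with positive control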
# Target sequence (Q8TDV0 whole entry, looked up): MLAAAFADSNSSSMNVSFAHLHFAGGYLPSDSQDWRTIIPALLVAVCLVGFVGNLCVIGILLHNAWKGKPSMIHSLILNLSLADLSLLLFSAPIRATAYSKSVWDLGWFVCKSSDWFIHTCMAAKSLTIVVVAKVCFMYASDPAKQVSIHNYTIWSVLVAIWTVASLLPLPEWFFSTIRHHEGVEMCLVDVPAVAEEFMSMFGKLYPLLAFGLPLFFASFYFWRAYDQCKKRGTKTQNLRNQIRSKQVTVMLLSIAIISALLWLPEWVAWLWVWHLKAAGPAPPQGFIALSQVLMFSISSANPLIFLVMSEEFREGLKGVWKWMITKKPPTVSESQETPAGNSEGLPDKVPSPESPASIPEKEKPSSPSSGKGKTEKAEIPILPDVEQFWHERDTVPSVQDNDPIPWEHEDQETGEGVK
# TEAD-YAP block = TEAD-YAP interaction inhibition; HEK-TIYL cells, TEAD-Gal4/YAP UAS-luciferase luminescence; inhibition, % at 9.12 µM; 640,000 tested, 1.4% active; AID 1259422; in the data active means inhibition above about 32%;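 further: 0% = median of test compound wells and 100% = reference inhibitor wells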
# The depositor's hits bear a star. Hits appear at their usual frequency; 3.4% or so of the library scored in one or more.
SMILES,MITF primary,FBW7 act,GPR151 ag,TEAD-YAP block
COc1ccc([N+](=O)[O-])cc1N(CC(=O)Nc1ccc(Cl)c(Cl)c1)S(C)(=O)=O,-1,0.1,-0.1,-10
O=C(O)c1ccc(Sc2cccc(Cl)c2)c([N+](=O)[O-])c1,1,0.2,1.3,0
CC(=O)NCC(c1ccco1)N1CCN(c2ccccc2)CC1 (configuration not stated),1,-0.1,0.3,-3
O=C(C1CCCCC1)N(c1nnc(-c2cccnc2)s1)C1CCCC1,-1,-0.5,0.7,-29
COC(=O)C(CC(C)C)Oc1ccc2c(C)cc(=O)oc2c1C(C)=O (configuration not stated),-10,-0.1,-1.0,-10
O=C(Nc1nnc(SCc2ccc(F)cc2)s1)c1ccc([N+](=O)[O-])cc1,5,0.1,-0.1,11
O=c1c2ccccc2nc(SCc2ccccc2F)n1Cc1ccccc1,-11,0.0,1.7,8
COc1ccc([N+](=O)[O-])cc1N(CC(O)CN(Cc1ccccc1)Cc1ccccc1)S(=O)(=O)c1ccccc1 (configuration not stated),-7,-0.1,-0.6,-4
O=C(NCc1ccccn1)c1coc2nc3ccccc3nc12,18,-1.0,2.7,-12
Cc1cn2c3c(=O)n(CC(N)=O)c(=O)n(C)c3nc2n1Cc1ccco1,12,0.3,-0.4,0
CC(=O)NCn1nnc(-c2ccccc2)n1,-11,0.0,2.8,-2
Cc1[nH]c2c(C)cccc2c(=O)c1CN(C)Cc1ccccc1,18,1.0,-1.8,7
O=C(N/N=C\c1ccc(O)cc1)c1cccc2cc[nH]c12,-1,-0.1,-1.7,-2
N#CCNC(=O)c1ccc(Br)cc1,6,1.3,-0.7,20
Cc1nc(SCC(=O)Nc2nnc(-c3ccc([N+](=O)[O-])cc3)s2)n[nH]1,-2,0.0,-0.3,-13
O=C1CSC(c2ccc(Br)cc2)N1c1ccc(Br)cc1 (configuration not stated),15,-0.1,-1.0,-6
N#Cc1cc2c(nc1SCC(=O)Nc1ccccc1)CCCC2,-7,-0.2,-1.2,-38
CCC(C)(C)C(=O)Nc1cccc(F)c1,13,1.5,-2.0,-8
O=C(COc1ccccc1Cc1ccccc1)NNC(=O)C1CCCC1,8,0.1,-0.4,7
COC(=O)c1ccc(CC(=O)c2nc3ccccc3s2)cc1,7,-0.1,-2.1,-24
COC(=O)c1ccc2c(c1)CC(C(=O)Nc1ccc(-c3cn[nH]c3)cc1)CO2 (configuration not stated),7,-0.1,0.6,5
CC(C)CCN1CC(C(=O)NCCC2=CCCCC2)CC1=O (configuration not stated),5,-0.1,0.7,-10
COc1ccccc1N/C(=N/c1nc(C)cc(C)n1)NC(=O)c1ccccc1,-6,0.0,-0.9,-50
CCCOc1ccc(C(=O)Nn2c(-c3ccc(Br)cc3)nc3ccccc3c2=O)cc1,-5,-0.2,0.5,6
CCOc1ccc(OCC)c(S(=O)(=O)NCc2ccco2)c1,2,-0.1,3.2,-23
CN(C)CCn1c(N)c(-c2nc3ccccc3n2C)c2nc(C#N)c(C#N)nc21,3,0.3,1.2,-4
Cc1ccc(/C(N)=N/OC(=O)c2ccccc2Br)cc1,10,0.1,-0.1,-65
O=C(CSc1cccc[n+]1[O-])Nc1ccc(Cl)c(C(F)(F)F)c1,-1,0.6,-1.1,4
Cc1c(C(=O)Nc2c(F)cccc2F)sc2ncn(CC(=O)Nc3ccc(C(C)C)cc3)c(=O)c12,7,0.4,-1.7,16
Cc1cccc(Cn2c(NCCCO)nc3c2c(=O)n(C)c(=O)n3C)c1,-10,-0.1,-0.1,0
Cc1cc(C)n2nc(C(=O)Nc3ccc(S(=O)(=O)NC4=NCCCCC4)cc3)nc2n1,2,0.1,0.5,8
O=C(Cn1nnc(-c2ccccc2NC(=O)c2cccc(F)c2)n1)NC1CCCCC1,14,0.1,0.7,-5
COCCCn1c(=O)[nH]c2nc(-c3ccncc3)cnc21,-4,-0.2,1.7,-8
O=C(N/N=C/c1ccc(O)cc1O)c1ccccc1I,13,-1.7,-0.3,-1
Cc1ccc(Nc2ccc(NC(=O)C(C)(C)Oc3ccc(Cl)cc3)cc2)nn1,3,0.8,-0.3,-3
O=C(Nc1ccccc1N1CCOCC1)c1ccc([N+](=O)[O-])cc1,9,0.5,-0.5,-3
CCc1ccccc1NC(=O)Cn1cc2c(n1)CCCC2,-18,0.2,0.4,-8
Cc1ccccc1NC(C)C(=O)N/N=C/c1c[nH]c2ccccc12 (configuration not stated),1,-0.1,3.3,8
CC1=CC(=O)C=C/C1=N/S(=O)(=O)c1ccc(Cl)cc1,-11,-0.1,-0.6,9
CCOC(=O)c1ccccc1NC(=O)c1sc2ncnc(N3CCN(c4ccccc4)CC3)c2c1C,19,0.3,-0.5,0
O=C1OCc2cc(NC(=O)C34CC5CC(CC(C5)C3)C4)ccc21,-27,0.5,-1.2,-13
C=C(C)Cn1c(SCC(=O)c2ccccc2)nc2sc3c(c2c1=O)CCCC3,14,0.6,-0.3,-2
CCOc1ccccc1NC(=O)C(=O)N/N=C/c1ccc(Cl)cc1,-9,-0.1,0.8,-8
CCC1CN(CCNC(=O)CC2CCCC2)Cc2cc(OC)ccc2O1 (configuration not stated),-4,-0.1,6.9*,6
CCC(C)N=C1CC(C)(C)CC(=O)/C1=C(/O)Cc1ccccc1 (configuration not stated),4,-0.1,-0.2,-7
Cc1cccc(NC(=O)c2cc(S(=O)(=O)N3CCN(c4ccccc4Cl)CC3)ccc2F)c1C,2,-0.1,-0.3,1
CCCNC(=O)C[n+]1csc2ccccc21,-15,-0.6,4.4,21
CCCN1C(=O)S/C(=C\c2cc(I)c(O)c(OC)c2)C1=O,-2,-0.1,-0.4,2
OCCC1CN(Cc2ccccc2-c2ccco2)CCN1Cc1cccs1 (configuration not stated),-8,0.1,0.4,1
O=C(CCC1CCCCC1)Nc1ccc(F)cc1,9,0.3,3.2,-46
CCCCn1c(=O)[nH]c(=O)c2c1nc(CO)n2CCC,-2,0.0,-0.2,6
COc1ccc(NC(=O)CCCl)cc1,-1,0.5,0.4,0
Brc1ccc(CSc2ncnn2Cc2ccc(Br)cc2)cc1,7,-0.1,0.6,7
O=S(=O)(Nc1ccccn1)c1ccc(N=Cc2ccccc2F)cc1,3,0.0,0.0,4
COCCNC(=O)/C(C#N)=C/c1c(Oc2ccccc2OC)nc2c(C)cccn2c1=O,5,-0.1,1.1,34*
CCCCOC(=O)c1ccc(NC(=S)NC(=O)c2cccs2)cc1,-2,0.3,1.0,0
COc1ccc(CNC(=O)c2c(O)c3c([nH]c2=O)CCCC3)cc1OC,2,0.0,0.9,4
COc1ccc(-n2nc(C(=O)NCC(=O)NCCCN3CC(C)CC(C)C3)c3ccccc3c2=O)cc1OC (configuration not stated),-5,-0.1,-1.4,-10
COc1cc(Nc2cc(C)nc(Nc3ccccn3)n2)cc(OC)c1OC,14,0.2,-1.6,2
COCCNC(=O)[C@@H]1C[C@H](NCCC2=C(C)CCCC2(C)C)CN1Cc1ccccc1,-16,-0.1,1.3,2

# (further entries)
SMILES,MITF primary,FBW7 act,GPR151 ag,TEAD-YAP block
O=C(NCC1CCCN(Cc2cnc(N3CCCC3)s2)C1)c1cccnc1 (configuration not stated),-15,0.1,-1.4,8
COc1cc2c(cc1OC)C(C(=O)NCc1ccco1)C(c1cccs1)N(C)C2=O (configuration not stated),-2,0.0,-0.1,-22
Cc1ccc(/C=N/Nc2ccc(C(=O)O)cc2)o1,9,0.0,-6.1,-52
Cc1ccc(C(Nc2ccccn2)c2ccc3cccnc3c2O)s1 (configuration not stated),35,-0.3,0.4,81*
CCOC(=O)C(N)CSC1CC(=O)N(c2ccc(OC)cc2)C1=O (configuration not stated),3,-0.1,-0.2,-9
COCCCNC(=O)c1cc2c(=O)n(C)c3cc(Cl)ccc3c2s1,20,1.4,-0.9,-8
CCCNC(=O)C12CCC(C)(C(=O)C1)C2(C)C (configuration not stated),16,0.1,-0.6,7
COc1ccc(-c2cnc(SCC(=O)NCc3ccc4c(c3)OCO4)n2C)cc1,8,0.0,0.7,-2
Cc1ccc(OCCOc2ccc(/C=C3/C(=N)N4N=C(C(F)(F)F)SC4=NC3=O)cc2)c(C)c1,1,-0.1,-0.7,2
CC1(C)Cc2ccccc2-c2[nH]c(=S)[nH]c(=O)c21,-12,0.3,-0.2,0
CCOC(=O)c1nnn(CC(=O)Nc2cc(C)ccc2C)c1C(=O)OCC,4,-0.1,0.6,-5
c1ccc(C(CCC2CC2)Sc2nnc3c(n2)[nH]c2ccccc23)cc1 (configuration not stated),5,0.0,-0.6,-13
Cn1c(CCN2C(=O)CCC2CCNCc2cccnc2)nc2ccccc21 (configuration not stated),20,0.5,0.6,11
COc1ccc(C(=O)Nc2nc3c(s2)CCC3C(=O)N2CCCCCC2)cc1 (configuration not stated),-17,0.0,-0.6,-5
Cc1cc(C)n(-c2c(F)c(F)c(CO)c(F)c2F)n1,12,0.3,1.6,17
COC(=O)C(CCSC)NC(=O)c1ccccc1I (configuration not stated),-1,0.1,0.0,0
CC(NC(=O)c1ccco1)c1nnc2n1CCN(Cc1cnc(-c3ccccc3)s1)CC2 (configuration not stated),-4,0.1,4.7,8
COc1ccccc1C(=O)Nc1ccnn1C1CCN(Cc2ccccc2)CC1,-1,0.0,1.6,-10
Cc1nnn(C23CC4CC(CC(C(=O)N5CCN(c6cccc(C)c6C)CC5)(C4)C2)C3)n1,-9,0.1,0.7,-3
COC(=O)c1ccc(N(C=O)C(=S)SC)cc1,6,0.3,0.2,1
CCCCc1ccc(NC(=O)CC2Nc3ccccc3NC2=O)cc1 (configuration not stated),10,0.1,0.7,5
CCN(CC)Cc1nc(N2CCN(C(=O)c3ccco3)CC2)c2ccccc2n1,8,0.0,-1.2,2
C=CC[C@@H]1CC=C[C@@H](C)N1C(=O)Cn1cc(NC(=O)Cc2ccccc2OC)cn1,7,0.0,1.2,-3
CC(C)C(=O)N1CCC[C@@H](Cn2nc(-c3cccs3)ccc2=O)C1,-4,0.0,0.8,69*
CCOc1c(O)ccc(C2NC(=O)N(C)C(C)=C2C(=O)OC)c1[N+](=O)[O-] (configuration not stated),-11,-0.1,0.0,-11
Cc1ccc2c(c1)-c1onc(C(=O)NCCC(C)C)c1CO2,-8,-0.1,-1.5,-3
CCOC(=O)C1=C(C#N)C(C)(C)OC1=O,1,0.0,1.7,-1
CN(C)c1cccc(Nc2cc(C(=O)NCCN3CCOCC3)c3ccccc3n2)c1,6,0.0,-1.9,4
CCc1ccccc1NC(=O)CSc1nc2cc(C(=O)NCc3ccco3)ccc2c(=O)n1Cc1ccco1,6,0.1,0.2,22
CCc1nnc(NS(=O)(=O)c2ccc(NC(=O)CCSc3ccccc3)cc2)s1,24,0.0,-0.5,6
COc1cccc2c1OC1(CCN(C(=O)Nc3ccccc3F)CC1)OC2,-4,0.1,0.1,-14
C[C@H](NC(=O)c1cc2ccccc2o1)C(=O)O,12,0.0,1.3,2
Cc1cc2ncn(C3CC(=O)N(c4ccc(Cl)cc4)C3=O)c2cc1C (configuration not stated),8,1.1,-2.0,-17
O=C(NC1CCCC1)c1ccc(N2CCC(NCC3CCOCC3)CC2)cc1,3,0.2,1.9,10
COc1ccccc1Cn1c(SCc2cccc(Cl)c2)nc2cc(C(=O)N3CCC4(CC3)OCCO4)ccc2c1=O,-14,-0.1,-0.6,-17
O=C(CCNc1ccc(F)cc1)c1cccs1,10,0.8,-0.3,-29
c1coc(-c2nnc(Nc3nc4cc5c(cc4s3)OCO5)o2)c1,4,0.6,0.0,-39
Nc1c(C(=O)Nc2cc(C(F)(F)F)ccc2Cl)sc2nc3c(cc12)CCC3,-15,-0.2,-0.4,-6
O=C(COc1ccc(Cl)cc1)Nc1ccc(O)c(-c2nc3ccccc3s2)c1,14,0.6,-0.9,-8
O=c1c2ccccc2ncn1CCOc1ccccc1Br,14,0.2,-1.5,-25

# At a glance, part of the list above:
SMILES,MITF primary,FBW7 act,GPR151 ag,TEAD-YAP block
COc1ccccc1Cn1c(SCc2cccc(Cl)c2)nc2cc(C(=O)N3CCC4(CC3)OCCO4)ccc2c1=O,-14,-0.1,-0.6,-17
O=C(CCNc1ccc(F)cc1)c1cccs1,10,0.8,-0.3,-29
c1coc(-c2nnc(Nc3nc4cc5c(cc4s3)OCO5)o2)c1,4,0.6,0.0,-39
Nc1c(C(=O)Nc2cc(C(F)(F)F)ccc2Cl)sc2nc3c(cc12)CCC3,-15,-0.2,-0.4,-6
O=C(COc1ccc(Cl)cc1)Nc1ccc(O)c(-c2nc3ccccc3s2)c1,14,0.6,-0.9,-8
O=c1c2ccccc2ncn1CCOc1ccccc1Br,14,0.2,-1.5,-25

# Carrying on:
SMILES,MITF primary,FBW7 act,GPR151 ag,TEAD-YAP block
CCN(CC)CCN(C(=O)CN1C(=O)CCC1=O)c1nc2cc3c(cc2s1)OCCO3,15,1.2,-2.9,-4
Cc1ccc(-c2nc3ccccc3o2)cc1NC(=O)c1ccccc1[N+](=O)[O-],-12,0.1,1.8,-8
Cc1ccc(NCC(=O)N/N=C/c2cc(Br)cc(C)c2O)cc1,3,0.0,-1.0,3
COc1cccc(/C=C2\NC(=O)N(CC(=O)Nc3cccc(C)c3)C2=O)c1OC(C)C,4,0.1,0.9,-10
Cc1ccc(C(=O)N2CCCc3ccccc32)cc1[N+](=O)[O-],1,-0.1,0.3,3

# Exported as tab-separated lines: 4 of the compounds above
structure	MITF primary	FBW7 act	GPR151 ag	TEAD-YAP block
CCC1CN(CCNC(=O)CC2CCCC2)Cc2cc(OC)ccc2O1 (configuration not stated)	-4	-0.1	6.9*	6
CCC(C)N=C1CC(C)(C)CC(=O)/C1=C(/O)Cc1ccccc1 (configuration not stated)	4	-0.1	-0.2	-7
Cc1cccc(NC(=O)c2cc(S(=O)(=O)N3CCN(c4ccccc4Cl)CC3)ccc2F)c1C	2	-0.1	-0.3	1
CCCNC(=O)C[n+]1csc2ccccc21	-15	-0.6	4.4	21
